# hcGAS lum: Primary biochemical luminescence assay for human cyclic GMP-AMP synthase inhibitors. 290,000 tested, 0.081% active. recombinant h-cGAS, ATP depletion, Kinase-Glo luminescence. AID 1259398, 2018. Q8N884. inhibition, % at 12.5 µM;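 note: 0% = vehicle reaction and 100% = reaction without DNA for no activity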
# Target sequence (Q8N884 whole entry, looked up): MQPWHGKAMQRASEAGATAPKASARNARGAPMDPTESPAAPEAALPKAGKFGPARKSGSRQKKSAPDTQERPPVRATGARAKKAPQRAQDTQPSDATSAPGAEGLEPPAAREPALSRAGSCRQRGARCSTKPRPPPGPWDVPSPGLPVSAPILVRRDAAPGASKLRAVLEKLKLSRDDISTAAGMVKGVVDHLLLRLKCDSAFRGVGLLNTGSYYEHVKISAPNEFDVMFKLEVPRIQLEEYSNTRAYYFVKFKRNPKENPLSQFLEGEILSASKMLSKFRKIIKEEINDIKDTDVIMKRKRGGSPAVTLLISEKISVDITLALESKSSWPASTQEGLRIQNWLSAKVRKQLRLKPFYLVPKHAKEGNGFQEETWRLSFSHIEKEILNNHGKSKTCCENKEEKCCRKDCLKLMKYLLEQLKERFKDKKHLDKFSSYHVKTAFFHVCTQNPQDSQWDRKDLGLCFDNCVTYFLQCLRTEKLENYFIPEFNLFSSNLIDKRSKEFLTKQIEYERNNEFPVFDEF
# mcGAS inh: cyclic GMP-AMP synthase inhibitors, mouse, primary biochemical chemiluminescence | Q8C6L5 | recombinant cGAS, Kinase-Glo ATP depletion luminescence | inhibition, % at 12.5 µM | 160,000 tested, 0.15% active | AID 1259399, 2018;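 note: 0% = negative control wells and 100% = reference inhibitor with no enzyme activity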
# NPYLR7 ag: agonists of mosquito NPYLR7 receptor, primary screen, cell-based, Aedes aegypti, calcium fluorescence, mosquito biting behavior; HEK293T NPYLR7/Galpha15, GCaMP6s calcium fluorescence; AID 1259423, 2018; activation, % at 10 µM; 270,000 tested, 0.15% active; in the data active = activation above about 40%;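 note: 0% = vehicle and 100% = reference agonist at the receptor; some compounds past the cut are filed as inactive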
# Starred values were filed as active, the others as inactive; nt = not tested or not shown; & = joins results of further samples. Cut-off read from the data, not from the text of the source, unless noted: active = inhibition above about 40%; inactive = the rest.
SMILES,hcGAS lum,mcGAS inh,NPYLR7 ag
CCCCCCc1ccc(C(=O)N(CC(=O)N2c3ccccc3-n3cccc3C2c2ccc(F)cc2)C(C)C)cc1 (centres undefined),-4,-5,14
COc1cccc(N2C(=O)CSC2c2ccc(NC(=O)C(C)(C)CCl)cc2)c1 (centres undefined),-5,-7,18
O=C(O)C1CN(C(=O)CCCCc2ccccc2)CCN1 (centres undefined),-5,-13,3
c1ccc(OCc2cc(-c3ccccc3)n[nH]2)cc1,-1,nt,2
Cc1ccc(OCc2cc(C(=O)N3CCc4[nH]c5ccccc5c4C3)no2)cc1C,-7,-7,8
COCCn1c(C)c(C)n2c3c(=O)n(Cc4ccc(C)cc4)c(=O)n(C)c3nc12,-8,nt,-1
CN(Cc1ccc(F)cc1F)C(=O)c1cc(Br)ccc1O,-18,nt,2
O=C(Nc1ccc2c(c1)CCO2)c1cc(Cl)cc(Cl)c1,-8,nt,-1
COc1ccc(C2=N/C(=C\C=C\c3ccccc3)C(=O)O2)c(Cl)c1,-3,-4,-10
CC(C)N=c1ccccn1C(=O)c1cnc(-c2ccccc2)s1,-11,nt,-7
COc1cc(/C=c2\sc3nc4cc(Br)cnc4n3c2=O)ccc1O,-14,nt,17
C=CCNc1nnc(Cc2ccc(C)cc2)c(=O)[nH]1,-3,nt,11
CC1(C(=O)Nc2cccc(NS(C)(=O)=O)c2)CCN1CC1CCCCC1 (centres undefined),-5,nt,2
COc1ccc(-c2nnc(SCC(=O)c3ccccc3)o2)cc1,-5,nt,4
CCCCN1CN(CCc2c(C)cc(C(C)(C)C)cc2C)Cn2c1nc1ccccc12,0,-4,-2
O=S(=O)(Nc1nccnc1N1CCN(S(=O)(=O)c2cccc3ccccc23)CC1)c1ccc(C(F)(F)F)cc1,-4,-4,7
CC(c1ccc(S(N)(=O)=O)cc1)N(C)c1nccc(C(F)(F)F)n1 (centres undefined),-9,nt,8
COc1ccc(-c2cc3c(=O)n(CC(=O)Nc4ccc(Oc5ccccc5)cc4)ccn3n2)cc1,-9,-9,8
CCOC(=O)C1(CC2CC2)CCN(C(=O)c2cccnc2C)CC1,-1,-4,9
COc1ccc(CN(CC2CCCO2)C(=O)NC(C)(C)C)cc1OS(C)(=O)=O (centres undefined),-8,-5,25
Cc1ccccc1Cn1c(C)c(C(=O)NCc2ccccc2C(F)(F)F)sc1=O,-2,nt,11
COCCNS(=O)(=O)c1ccc(OC)c(N2CCN(S(=O)(=O)c3cc(C)ccc3C)CC2)c1,-6,-7,5
CCc1nc(C)c(C(=O)NC(C)c2n[nH]c(C)n2)o1 (centres undefined),-5,-10,3
O=C1NC(=S)NC(=O)C1=Cc1ccc(Oc2ccc([N+](=O)[O-])cn2)cc1,-4,-3,-2
COc1cccc(-c2cc(-c3ccc(C(=O)NCc4cccc(Cl)c4)cc3)[nH]n2)c1,-4,-6,27

# More entries.
SMILES,hcGAS lum,mcGAS inh,NPYLR7 ag
CC(=O)c1c(C)nn(CC(=O)Nc2ccnn2C2CCCCC2)c1C,-7,nt,12
Cn1c(=O)c2c(ncn2CC(=O)NC(=O)NC2CCCCC2)n(C)c1=O,-9,nt,2
Cc1n[nH]c(C)c1CN1CC[C@@H](c2ccc3c(c2)OCO3)[C@H](O)C1,-6,nt,6
CC(C)c1ccccc1N1C(=O)CSC1c1ccccc1NC(=O)c1cccs1 (centres undefined),-3,-6,-2
Cc1cc(C)c(S(=O)(=O)Nc2cccc(C3SCC(=O)N3c3ccc(F)cc3)c2)c(C)c1 (centres undefined),0,-3,0
Cc1ncc(CC(=O)NC2CC(=O)N(C3Cc4ccccc4C3)C2)c(=O)[nH]1 (centres undefined),0,nt,7
Cc1nc(N)[nH]c(=O)c1CCOC(=O)CCc1cccc(Br)c1,-5,nt,5
O=C(Nc1nncs1)c1cc2c(s1)CCC2,0,nt,0
Cc1nc(CN2CCN(C(=O)C3CCN(C(=O)c4ccc(F)cc4)CC3)CC2)cs1,-11,-18,18
COc1cccc(Nc2nc(C)c([N+](=O)[O-])c(Nc3cccc(OC)c3)n2)c1,3,1,-4
Cc1ccc(OCCNC(=O)N2CCN(S(=O)(=O)c3ccc(F)cc3)CC2)cc1,-4,nt,5
COc1ccc(NC(=O)Cn2nc(SC)c(-c3nc(-c4ccccc4)no3)c2N)cc1OC,-6,-10,6
Cc1cc(O)c(CN(C)Cc2ccccc2)c2c1C(=O)/C(=C/c1cccnc1)O2,-8,-2,18
CC(C)(C)c1nc(CN2CCCC2c2ccc[nH]2)cs1 (centres undefined),-4,nt,1
COc1ccc(C2C(C(=O)c3cccs3)=C(O)C(=O)N2CCCN(C)C)cc1OC (centres undefined),-6,-10,1
Cc1nc(CCNC(=O)C2CCN(c3ccccc3)C2=O)nc2c1CCCC2 (centres undefined),-5,-9,-1
COc1ccc(CC(=O)Nc2cc(C)nn2-c2nc3c(cnn3-c3ccc(C)c(C)c3)c(=O)[nH]2)cc1,-1,0,nt
O=C(COC(=O)c1cc[n+]([O-])cc1)c1ccc2[nH]c(=O)[nH]c2c1,-6,-6,1
CCOCc1nc2c(c(N3CC[C@H](NC(C)=O)C3)n1)CCNCC2,-4,-5,nt
O=C(C1CCC1)N1C[C@H](Oc2ccccn2)[C@H]2C[C@@H]1CC[C@H]2O,-3,-10,19
COc1ccc(CNc2ccc(S(=O)(=O)C(F)(F)F)cc2)cc1O,-8,nt,12
CN(C)S(=O)(=O)N1CCC(Oc2cccc(C(=O)NCCC3=CCCCC3)c2)CC1,-3,-4,-7
Fc1cccc(CN2CCCn3cccc3C2c2ccoc2)c1 (centres undefined),-6,-4,16
CCc1c(C)nc(-c2cccc(C(F)(F)F)c2)nc1N1CCN(C(=O)Nc2ccc(Br)cc2)CC1,-10,-6,-3
CN1CCN(C(CNC(=O)NC(C)(C)C)c2ccc(N(C)C)cc2)CC1 (centres undefined),0,0,0

# Next part:
SMILES,hcGAS lum,mcGAS inh,NPYLR7 ag
CCOC(=O)c1cc(-c2cccc(NC(=O)c3ccco3)c2)n(-c2ccc(F)cc2)n1,-2,-5,24
CN(C)c1ccc(NC(=O)c2cccc(F)c2)cc1CN(C(=O)c1ccc(F)cc1)C1CC1,-4,-4,16
Cc1nc2n(n1)C(=O)C(C(c1cccc(Cl)c1)N1CC(C)OC(C)C1)S2 (centres undefined),-9,nt,-3
CC(C)CCOC(C)C(=O)Nc1cccc(NC(=O)C(C)(C)C)c1 (centres undefined),-4,nt,3
CCc1cc2c(=O)n(CC)c(SCCC#N)nc2s1,-7,-4,-2
C=CCN(Cc1ccc(C)s1)C(=O)c1cnc(-c2ccccc2)[nH]1,-6,nt,-2
CC1CCN(C(=O)Cn2nc(C(F)(F)F)c3c2CCC3)CC1,-14,-5,nt
COC(=O)c1cccc(S(=O)(=O)NC(C)Cc2ccco2)c1 (centres undefined),-14,nt,4
O=S(=O)(Cc1ccccc1Cl)Nc1nc2cc(Cl)ccc2o1,2,-1,3
Cc1cnccc1NC(=O)CCc1ccc(Cl)s1,-3,nt,-9
CCCOc1cc(Nc2ccc(NC(=O)Nc3ccc(OC)cc3)cc2)nc(C)n1,-7,-7,11
CCNC(=O)NC1CC(=O)N(CC(C)(C)C)C1 (centres undefined),-12,nt,3
Cc1cc(C)c(NC(=O)COc2cccc(OCC(F)(F)F)c2)c(Cl)c1,-3,nt,3
OCC1(Cc2ccccc2)CCN(Cc2cnc(-c3cccc4ccccc34)nc2)CC1,1&-4,-6,10&8
Cc1ccc(CN(CCc2ccccc2)C(=O)CN(CC2CCCO2)C(=O)Nc2cccc(F)c2)o1 (centres undefined),7,5,3
CC(C)CN1CCNC(=O)C1CC(=O)N(C)Cc1cccc(C(F)(F)F)c1 (centres undefined),-6,nt,18
C=c1onc(-c2ccccc2)c1=c1[nH]/c(=C\c2ccccc2F)c(=O)o1,-4,-3,-3
COc1ccc(C(=O)NC2CC2)cc1OC1CCN(Cc2nccn2C)CC1,-7&-4,nt,19&9
CCN(CC)C(=O)CCCC(=O)N1CSCC1C(=O)Nc1ccc(F)cc1 (centres undefined),-8,nt,8
Cc1ccccc1C(=O)C=c1s/c(=C\c2cccs2)c(=O)n1CC(=O)NC(C)C,0,-5,13
CN(C(=O)C1=CN2CCN(Cc3ccccc3C(F)(F)F)C(=O)N=C2O1)c1ccccc1,-7,nt,-3
CN1CCN(n2c3c(c(SCc4ccc([N+](=O)[O-])cc4)nc2=O)CCC3)CC1,-10,-8,-5
CCOc1nc(-c2ccccc2F)n(-c2ccc(NC(=O)C(Cl)c3ccccc3)cc2)n1 (centres undefined),-12,-6,1
Cc1ccc(NC(=O)c2ccccc2)c(NC(=O)CCc2cccnc2)c1,-6,-2,nt
CN(C(=O)C1=NN(Cc2ccccc2)C(=O)CC1)c1cccnc1,-10,nt,3

# Next section:
SMILES,hcGAS lum,mcGAS inh,NPYLR7 ag
CNc1cncc(-c2cnn(C)c2)n1,4,nt,2
CN(C)CC1(O)CCCN(S(=O)(=O)c2ccc(F)cc2Cl)CC1 (centres undefined),-9,nt,10
Cc1cc(C2CCC2)nc(N2CCC3(CCNC(=O)CC3)CC2)n1,0,nt,-3
CCCS(=O)(=O)N1CCC(C(=O)N2CCCCC2)CC1,-8,-4,nt
Cc1nc2c(c(=O)[nH]1)CCN(S(=O)(=O)c1cc(Cl)ccc1Cl)C2,-7,nt,9
Cc1cc(C(=O)CSc2nnc(NC(=O)COCc3ccccc3)s2)ccc1Cl,-8,-5,28
O=C(NCc1cccc(Cl)c1)N1CCCC1CN1CCOCC1 (centres undefined),-5,-6,5
FC(F)(F)c1cc(-c2ccco2)nc2c1cnn2Cc1cccnc1,-2,nt,-3
COc1ccc(Cn2c(=O)c(N3CCOCC3)nc3cc4c(cc32)OCCO4)cc1F,-1,nt,3
CCOC(=O)CNC(=O)N1CCCC(Cc2ccccc2)(C(=O)OCC)C1 (centres undefined),-6,nt,5
O=C(Cc1ccc(Br)cc1)Nn1c(C2CC2)n[nH]c1=S,3,nt,0
COC(=O)CCCC(=O)NCCc1nc2ccccc2[nH]1,-6,nt,-5
C=CCN(CC(=O)N1CCc2sccc2C1COc1ccccc1)C(=O)Cc1ccccc1 (centres undefined),-2,-3,-2
Cc1c(C(=O)N2CCOCC2)nnn1-c1ccc(Br)cc1,3,-1,1
C=CCN(CC(=O)N(Cc1cccn1C)CC(C)C)C(=O)Nc1ccccc1C(F)(F)F,3,2,-10
Cc1cc(=O)n2nc(CSc3nnc(-c4cccs4)n3C3CC3)sc2n1,4,nt,-2
CN(C)CCN(Cc1ccccc1)C(=O)c1cc(-c2ccccc2Cl)nc2cc(-c3ccccc3)nn12,-7,-5,11
COc1ccc(-c2cnc3ncnn3c2N2CCCN(C(=O)Nc3ccccc3OC)CC2)cc1,0,-5,14
CC(C)C(NC(=O)CCl)c1cccs1 (centres undefined),2,-1,-2
O=C(C1CCC1)N(Cc1cccc(Cl)c1)CC1CC(c2ccccc2Cl)=NO1 (centres undefined),-8,-4,19
CC(=O)NC1C(=O)N(CCOc2ccccc2Cl)c2ccc(Cl)cc21 (centres undefined),-1,-5,3
CN(Cc1ccccc1)Cn1nc(-c2cccnc2)n(C2CC2)c1=S,-4,nt,2
C=CC(=O)Nc1ccc2ncnc(Nc3ccc(OCc4cccc(F)c4)c(Cl)c3)c2c1,43*,-2,-3
Cn1c(=NNC(=O)CN2CCSC2=O)sc2ccccc21,-5,nt,7

# In the list so far, these have an aryl methoxy group.
SMILES,hcGAS lum,mcGAS inh,NPYLR7 ag
COc1cccc(N2C(=O)CSC2c2ccc(NC(=O)C(C)(C)CCl)cc2)c1 (centres undefined),-5,-7,18
COc1ccc(C2=N/C(=C\C=C\c3ccccc3)C(=O)O2)c(Cl)c1,-3,-4,-10
COc1cc(/C=c2\sc3nc4cc(Br)cnc4n3c2=O)ccc1O,-14,nt,17
COc1ccc(-c2nnc(SCC(=O)c3ccccc3)o2)cc1,-5,nt,4
COc1ccc(-c2cc3c(=O)n(CC(=O)Nc4ccc(Oc5ccccc5)cc4)ccn3n2)cc1,-9,-9,8
COc1ccc(CN(CC2CCCO2)C(=O)NC(C)(C)C)cc1OS(C)(=O)=O (centres undefined),-8,-5,25
COCCNS(=O)(=O)c1ccc(OC)c(N2CCN(S(=O)(=O)c3cc(C)ccc3C)CC2)c1,-6,-7,5
COc1cccc(-c2cc(-c3ccc(C(=O)NCc4cccc(Cl)c4)cc3)[nH]n2)c1,-4,-6,27
COc1cccc(Nc2nc(C)c([N+](=O)[O-])c(Nc3cccc(OC)c3)n2)c1,3,1,-4
COc1ccc(NC(=O)Cn2nc(SC)c(-c3nc(-c4ccccc4)no3)c2N)cc1OC,-6,-10,6
COc1ccc(C2C(C(=O)c3cccs3)=C(O)C(=O)N2CCCN(C)C)cc1OC (centres undefined),-6,-10,1
COc1ccc(CC(=O)Nc2cc(C)nn2-c2nc3c(cnn3-c3ccc(C)c(C)c3)c(=O)[nH]2)cc1,-1,0,nt
COc1ccc(CNc2ccc(S(=O)(=O)C(F)(F)F)cc2)cc1O,-8,nt,12
CCCOc1cc(Nc2ccc(NC(=O)Nc3ccc(OC)cc3)cc2)nc(C)n1,-7,-7,11
COc1ccc(C(=O)NC2CC2)cc1OC1CCN(Cc2nccn2C)CC1,-7&-4,nt,19&9
COc1ccc(Cn2c(=O)c(N3CCOCC3)nc3cc4c(cc32)OCCO4)cc1F,-1,nt,3
COc1ccc(-c2cnc3ncnn3c2N2CCCN(C(=O)Nc3ccccc3OC)CC2)cc1,0,-5,14

# Screening data as filed in PubChem.
